TAG inh – inhibitors of triacylglycerol accumulation, primary screen, cell-based, uHTS, fluorescence, H9c2. H9c2 cells, Nile Red lipid (TAG) fluorescence; cells loaded with 200 µM oleic acid. inhibition, % at 12.5 µM. 230,000 compounds, 0.66% hits;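 active = pattern-corrected inhibition of lipid staining of at least 50% with the nuclear-stain viability signal not falling by more than 50%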;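 also: 0% = DMSO wells and 100% = triacsin C control wells; some results filed as inactive read as strong as hits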
TAG inh DAPI viability – recorded beside TAG inh, whose call it bears; DAPI nuclei signal change (viability), lower = more cytotoxic, %;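 whole-well DAPI fluorescence read on a plate reader as a viability signal; minus 50 percent equals half of cells still viable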
Active calls of the source: *. An excerpt; count on the stated rates, not on these rows.

Start of the data: the first 18 entries, to show the layout:
Results for C=CCn1c2ccccc2c2nnc(SC(CC)C(=O)Nc3nc(C)c(C(=O)OCC)s3)nc21 (stereo not drawn) ?
TAG inh: 34; TAG inh DAPI viability: 8

Results for C#CCCOC(=O)N1C2=NC(C(=O)OC)=C(C(=O)OC)[C@@H]3N(Cc4ccccc4)c4ccccc4[C@]23C[C@H]1C(=O)OC ?
TAG inh: 25; TAG inh DAPI viability: -26

How did O=C1OCCN1C(=O)[C@H]1[C@H](c2ccc(Cl)cc2)C(c2ccccc2)=NN1c1ccccc1 do in these assays?
TAG inh: -6; TAG inh DAPI viability: 35

How did CCN(CC)C(=O)Cn1cc(S(=O)(=O)CC(=O)Nc2ccccc2F)c2ccccc21 do in these assays?
TAG inh: 17; TAG inh DAPI viability: -2

What do the screens show for `COc1ccc(S(=O)(=O)Nc2ccc(S(=O)(=O)N3CCCCC3)cc2)cc1`?
TAG inh: 5; TAG inh DAPI viability: -18

Results for Cc1onc(-c2c(F)cccc2Cl)c1C(=O)NCc1ccco1 ?
TAG inh: -10; TAG inh DAPI viability: -1

What do the screens show for `Cc1nn(-c2ccccc2)c2c1C1(C(=O)Nc3ccccc31)N1C(=N2)Sc2ccccc21` (stereo not drawn)?
TAG inh: -9; TAG inh DAPI viability: -2

Results for CCN1CC(CN(C)Cc2nc(Cc3ccccc3)no2)CC1=O (stereo not drawn) ?
TAG inh: 7; TAG inh DAPI viability: 3

What do the screens show for `CC(=O)c1ccc(N2Cc3ccccc3C3(CCOCC3)C2=N)cc1`?
TAG inh: -4; TAG inh DAPI viability: -3

Results for COc1ccc(-c2csc(N3N=C(C)C(C)C3=O)n2)cc1 (stereo not drawn) ?
TAG inh: 2; TAG inh DAPI viability: 5

Results for CSc1cccc(-n2c(C)cc(C(N)=O)c2C)c1 ?
TAG inh: -10; TAG inh DAPI viability: -3

What do the screens show for `CC1(C)COC(Cc2ccccc2)=N1`?
TAG inh: -5; TAG inh DAPI viability: 2

How did Cc1ccc(O)c(C(=O)c2cc(C#N)c(=O)n(C(C)c3ccccc3)c2)c1 (stereo not drawn) do in these assays?
TAG inh: -10; TAG inh DAPI viability: 1

Results for Cc1ccc(CNc2ccc(Cl)cc2[N+](=O)[O-])cc1 ?
TAG inh: 4; TAG inh DAPI viability: -8

Results for COc1ccc(C(=O)NCC2CCCCC2)cc1S(=O)(=O)N1CCCC1 ?
TAG inh: 4; TAG inh DAPI viability: 2

Results for CC(=O)NCCc1nc2ccccc2n1CCOc1ccccc1 ?
TAG inh: 9; TAG inh DAPI viability: -1

Results for Oc1ccccc1/C=N/Nc1cccc2cccnc12 ?
TAG inh: -10; TAG inh DAPI viability: -3

What do the screens show for `CCCCOC(=O)Sc1nc2ccccc2o1`?
TAG inh: -6; TAG inh DAPI viability: 0

Results, from the start:
Results for C=CCn1c2ccccc2c2nnc(SC(CC)C(=O)Nc3nc(C)c(C(=O)OCC)s3)nc21 (stereo not drawn) ?
TAG inh: 34; TAG inh DAPI viability: 8

Results for C#CCCOC(=O)N1C2=NC(C(=O)OC)=C(C(=O)OC)[C@@H]3N(Cc4ccccc4)c4ccccc4[C@]23C[C@H]1C(=O)OC ?
TAG inh: 25; TAG inh DAPI viability: -26

How did O=C1OCCN1C(=O)[C@H]1[C@H](c2ccc(Cl)cc2)C(c2ccccc2)=NN1c1ccccc1 do in these assays?
TAG inh: -6; TAG inh DAPI viability: 35

How did CCN(CC)C(=O)Cn1cc(S(=O)(=O)CC(=O)Nc2ccccc2F)c2ccccc21 do in these assays?
TAG inh: 17; TAG inh DAPI viability: -2

What do the screens show for `COc1ccc(S(=O)(=O)Nc2ccc(S(=O)(=O)N3CCCCC3)cc2)cc1`?
TAG inh: 5; TAG inh DAPI viability: -18

Results for Cc1onc(-c2c(F)cccc2Cl)c1C(=O)NCc1ccco1 ?
TAG inh: -10; TAG inh DAPI viability: -1

What do the screens show for `Cc1nn(-c2ccccc2)c2c1C1(C(=O)Nc3ccccc31)N1C(=N2)Sc2ccccc21` (stereo not drawn)?
TAG inh: -9; TAG inh DAPI viability: -2

Results for CCN1CC(CN(C)Cc2nc(Cc3ccccc3)no2)CC1=O (stereo not drawn) ?
TAG inh: 7; TAG inh DAPI viability: 3

What do the screens show for `CC(=O)c1ccc(N2Cc3ccccc3C3(CCOCC3)C2=N)cc1`?
TAG inh: -4; TAG inh DAPI viability: -3

Results for COc1ccc(-c2csc(N3N=C(C)C(C)C3=O)n2)cc1 (stereo not drawn) ?
TAG inh: 2; TAG inh DAPI viability: 5

Results for CSc1cccc(-n2c(C)cc(C(N)=O)c2C)c1 ?
TAG inh: -10; TAG inh DAPI viability: -3

What do the screens show for `CC1(C)COC(Cc2ccccc2)=N1`?
TAG inh: -5; TAG inh DAPI viability: 2

2 compounds drawn at random from the list so far:
Results for CCN1CC(CN(C)Cc2nc(Cc3ccccc3)no2)CC1=O (stereo not drawn) ?
TAG inh: 7; TAG inh DAPI viability: 3

How did O=C1OCCN1C(=O)[C@H]1[C@H](c2ccc(Cl)cc2)C(c2ccccc2)=NN1c1ccccc1 do in these assays?
TAG inh: -6; TAG inh DAPI viability: 35

Carrying on:
How did Cc1ccc(O)c(C(=O)c2cc(C#N)c(=O)n(C(C)c3ccccc3)c2)c1 (stereo not drawn) do in these assays?
TAG inh: -10; TAG inh DAPI viability: 1

Results for Cc1ccc(CNc2ccc(Cl)cc2[N+](=O)[O-])cc1 ?
TAG inh: 4; TAG inh DAPI viability: -8

Results for COc1ccc(C(=O)NCC2CCCCC2)cc1S(=O)(=O)N1CCCC1 ?
TAG inh: 4; TAG inh DAPI viability: 2

Results for CC(=O)NCCc1nc2ccccc2n1CCOc1ccccc1 ?
TAG inh: 9; TAG inh DAPI viability: -1

Results for Oc1ccccc1/C=N/Nc1cccc2cccnc12 ?
TAG inh: -10; TAG inh DAPI viability: -3

What do the screens show for `CCCCOC(=O)Sc1nc2ccccc2o1`?
TAG inh: -6; TAG inh DAPI viability: 0

How did COC(=O)[C@H](Cc1ccccc1)N(C)S(=O)(=O)c1cccc(S(=O)(=O)N(C)[C@@H](Cc2ccccc2)C(=O)OC)c1 do in these assays?
TAG inh: 28; TAG inh DAPI viability: -5

Results for COc1ccc(Cl)cc1-c1cc(C(=O)NCc2cccs2)[nH]n1 ?
TAG inh: 1; TAG inh DAPI viability: 0

Results for C=CCn1c(SC(C)C#N)nc2sc(CC)cc2c1=O (stereo not drawn) ?
TAG inh: -13; TAG inh DAPI viability: -2

What do the screens show for `CC(C)C[C@H](NC(=O)c1nc[nH]c1C(=O)NCC(=O)OC(C)(C)C)C(=O)OCc1ccccc1`?
TAG inh: 1; TAG inh DAPI viability: 2

What do the screens show for `C[C@H](c1ccccc1)n1nnc(COCc2ccccc2)c1C#CCOCc1ccccc1`?
TAG inh: -1; TAG inh DAPI viability: 0

What do the screens show for `Cc1cccc(C)c1NC(=O)CN1CCN(CC(=O)NCC2(N3CCCCC3)CCCCC2)CC1`?
TAG inh: -6; TAG inh DAPI viability: -5

Results for O=C(c1ccc(OC2CCN(Cc3cccc(F)c3)CC2)cc1)N1CCCCC1 ?
TAG inh: 3; TAG inh DAPI viability: 6

How did Cc1ccc(NC(=O)CN2CCN(CCN=CC3=C(O)CC(C)(C)CC3=O)CC2)cc1 do in these assays?
TAG inh: 4; TAG inh DAPI viability: 2

Results for O=C(O)c1ccc(Oc2ccccc2)o1 ?
TAG inh: 3; TAG inh DAPI viability: -5

What do the screens show for `CCOc1ccc(S(=O)(=O)N2CCC(C(=O)Nc3ccc(C)c(S(=O)(=O)N4CCOCC4)c3)CC2)cc1`?
TAG inh: 0; TAG inh DAPI viability: -5

What do the screens show for `O=C(Cn1nc(-c2ccccc2)c2ccccc2c1=O)Nc1ccc(O)cc1`?
TAG inh: -15; TAG inh DAPI viability: 4

Results for Cc1ccc(-c2nc3c4ccccc4ccn3c2CN2CCCCC2)cc1 ?
TAG inh: 1; TAG inh DAPI viability: 11

How did COc1ccc(S(=O)(=O)N2CCOCC2)cc1C(=O)N1CCCC1 do in these assays?
TAG inh: -10; TAG inh DAPI viability: 2

What do the screens show for `C=CCn1c(SCC(=O)NC(=O)Cc2ccccc2)nnc1-c1ccccc1F`?
TAG inh: -21; TAG inh DAPI viability: 7

What do the screens show for `O=C(OCC(=O)N1CCc2ccccc21)c1ccc(Br)o1`?
TAG inh: 6; TAG inh DAPI viability: -7

How did Cc1c(-c2ccccc2)[n+](=O)c(-c2ccc(Br)cc2)c(C)n1[O-] do in these assays?
TAG inh: -2; TAG inh DAPI viability: 0

What do the screens show for `C=CCNCC(O)COc1ccc(C(C)=O)cc1OC` (stereo not drawn)?
TAG inh: -6; TAG inh DAPI viability: 5

What do the screens show for `Cc1ccccc1NC(=O)c1c(C)[nH]c(=S)c(C#N)c1-c1ccc(Cl)cc1`?
TAG inh: 2; TAG inh DAPI viability: 12

How did COc1ccc(NC(=O)COC(=O)CC2Sc3ccccc3NC2=O)cc1 (stereo not drawn) do in these assays?
TAG inh: 15; TAG inh DAPI viability: -7

Results for CCC(=O)Nc1ccc2oc(-c3cccnc3)nc2c1 ?
TAG inh: 13; TAG inh DAPI viability: -5

Results for O=C(N/C(=C/c1ccc(Br)cc1)C(=O)N1CCOCC1)c1cccs1 ?
TAG inh: -1; TAG inh DAPI viability: -6

Results for Cc1ccsc1C(=O)OCC(=O)Nc1sccc1C(N)=O ?
TAG inh: -27; TAG inh DAPI viability: -4

How did CC(C)CCNC(=O)NC(=O)COc1ccccc1C#N do in these assays?
TAG inh: 1; TAG inh DAPI viability: 5

Results for CCCCN(C=O)c1c(CC)nc2ccc(C(=O)NCc3cccs3)cn12 ?
TAG inh: 14; TAG inh DAPI viability: -8

What do the screens show for `CC1CCCN(c2nc3c(c(=O)[nH]c(=O)n3C)n2Cc2ccccc2Cl)C1` (stereo not drawn)?
TAG inh: 0; TAG inh DAPI viability: -5

What do the screens show for `COc1ccc(NCc2nnc(SCC(=O)N3CCCc4ccccc43)o2)cc1`?
TAG inh: 21; TAG inh DAPI viability: -13

How did CSc1ccccc1C(=O)OCC(=O)NCCN1C(=O)CSC1=O do in these assays?
TAG inh: 4; TAG inh DAPI viability: -3

Results for Cc1ccc(NC(=O)c2ccc3ccccc3n2)cc1S(=O)(=O)N(C)C ?
TAG inh: 11; TAG inh DAPI viability: 15

Results for O=C(Nc1cccc(-c2nc3ncccc3o2)c1)c1ccc2c(c1)OCO2 ?
TAG inh: -9; TAG inh DAPI viability: 5

Results for CCN1CCN(CCNC(=O)c2cn(Cc3ccccc3F)nn2)CC1 ?
TAG inh: 8; TAG inh DAPI viability: 5

Results for COC(c1ccccc1)c1nnc(CCC(=O)N(C)CCCC2CCCC2)o1 (stereo not drawn) ?
TAG inh: 2; TAG inh DAPI viability: -3

How did CCN(CC)S(=O)(=O)c1cccc(C(=O)N/N=C/c2ccccn2)c1 do in these assays?
TAG inh: 4; TAG inh DAPI viability: -2

Results for COc1ccc(-c2nn(-c3ccccc3C)cc2CNCc2cccnc2)cc1F ?
TAG inh: 5; TAG inh DAPI viability: 12

What do the screens show for `O=C(CCl)N1c2ccccc2CCc2ccccc21`?
TAG inh: 12; TAG inh DAPI viability: -2

How did O=S(=O)(Nc1ccc(O)c(CN2CCCCC2)c1)c1ccccc1 do in these assays?
TAG inh: -3; TAG inh DAPI viability: 10

Results for CCCN1CCC(NC(=O)c2cccc(Oc3ccccc3)c2)CC1 ?
TAG inh: -5; TAG inh DAPI viability: 3

What do the screens show for `O=C(COC(=O)CCN=C1NS(=O)(=O)c2ccccc21)NNC(=O)c1ccccc1`?
TAG inh: 17; TAG inh DAPI viability: -5

What do the screens show for `CCNC(=S)Nc1ccc(Oc2ccccc2)cc1`?
TAG inh: -6; TAG inh DAPI viability: -1

What do the screens show for `O=C(CSc1nnc(-c2cccnc2)o1)Nc1ccccc1F`?
TAG inh: 5; TAG inh DAPI viability: -5

How did CCn1cc(C(=O)NCCc2ccccc2)c(=O)c2cc(F)c(N3CCN(C)CC3)cc21 do in these assays?
TAG inh: 41; TAG inh DAPI viability: 23

Results for Cc1ccc(NC(=O)C(C)OC(=O)c2n[nH]c3ccccc23)cc1 (stereo not drawn) ?
TAG inh: 6; TAG inh DAPI viability: -8

What do the screens show for `CC(OC(=O)c1ccc(OCC2CCCO2)cc1)C(=O)N(C)Cc1ccccc1` (stereo not drawn)?
TAG inh: -3; TAG inh DAPI viability: -3

Results for CCN(Cc1ccncc1)Cc1ccc(Br)cc1 ?
TAG inh: 1; TAG inh DAPI viability: 10

Results for CNCCCNC(=O)c1ccc(/C=N/O)nc1 ?
TAG inh: 12; TAG inh DAPI viability: 15

How did CCN(CC)C(=O)N(CC)Cc1ccccc1 do in these assays?
TAG inh: 4; TAG inh DAPI viability: 4

What do the screens show for `COc1ccc(NC(=S)N/N=C/c2ccc(F)c(F)c2)cc1`?
TAG inh: -10; TAG inh DAPI viability: 7

What do the screens show for `CCC(CC)CC1CN2CCc3cc(OC)c(OC)cc3C2CC1(O)CC` (stereo not drawn)?
TAG inh: -25; TAG inh DAPI viability: 33

Results for CC(C)(C)N(Cc1ccccc1)C(=O)COC(=O)c1ccc([N+](=O)[O-])o1 ?
TAG inh: 6; TAG inh DAPI viability: -5

Results for C=CCn1c(SCc2ccc(C(=O)O)cc2)nc2sc(C)c(C)c2c1=O ?
TAG inh: -2; TAG inh DAPI viability: 4

How did COc1ccccc1C(c1nnnn1Cc1ccccc1)N1CCN(C2CCCC2)CC1 (stereo not drawn) do in these assays?
TAG inh: 7; TAG inh DAPI viability: 1

What do the screens show for `COc1cc(C2/C(=C(\O)c3ccc4c(c3)CC(C)O4)C(=O)C(=O)N2CCCn2ccnc2)ccc1O` (stereo not drawn)?
TAG inh: 5; TAG inh DAPI viability: 11

Source: PubChem (Sanford-Burnham Center for Chemical Genomics)
